High-throughput results deposited in PubChem by several laboratories.
Mcl-1 Bim block: human Bim-Mcl-1 interaction inhibition; Bead-based flow cytometry, Bim peptide-Mcl-1 binding; inhibition, % at 10 µM; AID 1009; 190,000 tested, 0.1% active; in the data active = inhibition above about 40%;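 also: 0% = no compound tracer wells and 100% = peptide blocker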
Target sequence (Q07820 whole entry, looked up): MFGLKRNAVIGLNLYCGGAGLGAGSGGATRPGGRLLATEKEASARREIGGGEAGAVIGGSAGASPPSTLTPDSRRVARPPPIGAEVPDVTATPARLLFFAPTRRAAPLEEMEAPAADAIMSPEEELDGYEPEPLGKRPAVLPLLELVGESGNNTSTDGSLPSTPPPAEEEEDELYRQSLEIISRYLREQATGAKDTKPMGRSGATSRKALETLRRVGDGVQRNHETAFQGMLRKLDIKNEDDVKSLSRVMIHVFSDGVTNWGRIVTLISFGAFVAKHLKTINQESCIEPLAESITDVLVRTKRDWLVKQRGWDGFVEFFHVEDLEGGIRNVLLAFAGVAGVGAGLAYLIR
Mcl1 Noxa PPI: disrupts binding of human Mcl-1 to Noxa peptide; AID 1022; TR-FRET Mcl-1/Noxa peptide binding, 2 h; 220,000 tested, 1.5% active; inhibition, % at 21.7 µM; Q07820;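 active = compounds that cut the protein-peptide binding signal by more than 50% relative to plate controls in a single-dose test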;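 also: His-tagged Mcl-1 with rhodamine Noxa BH3 peptide and terbium anti-His antibody; 0% = Mcl-1 plus Noxa peptide wells and 100% = peptide-only wells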
Mcl1-Bid inh: Mcl-1/Bid interaction inhibition; inhibition, % at 21.7 µM; Q07820; TR-FRET Mcl-1/Bid-Dy647 peptide binding, 1536-well; 220,000 tested, 0.97% active;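 active = compounds that cut the binding signal by more than half at the single screening dose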;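 also: His-tagged Mcl-1 with europium anti-His antibody binding Bid BH3 peptide; 0% = Mcl-1 plus peptide wells and 100% = peptide-only wells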
Cdc42 wt: modulators (inhibitors or activators) of GTP binding to human Cdc42 wildtype | 190,000 tested, 0.2% active | percent activity (GTP binding), % at 10 µM | GST-Cdc42 beads, Bodipy-GTP binding, flow cytometry; actives lie on both sides | AID 761 | P60953;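 active = percent activity GTP binding at least 20 points away from the 100% baseline, either down as inhibitor or up as activator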;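 also: median bead fluorescence of bound Bodipy-FL-GTP at 100 nM; 0% = excess unlabeled GTP control and 100% = no compound control; below 100% means less GTP binding so inhibitor and above means activator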
Target sequence (P60953 whole entry, looked up): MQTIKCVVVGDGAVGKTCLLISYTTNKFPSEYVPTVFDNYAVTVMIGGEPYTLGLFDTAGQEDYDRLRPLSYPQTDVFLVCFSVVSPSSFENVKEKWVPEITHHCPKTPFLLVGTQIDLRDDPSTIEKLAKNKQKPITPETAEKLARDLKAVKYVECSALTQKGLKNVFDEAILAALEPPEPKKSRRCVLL
Rab2 wt GTP: changes GTP binding to wildtype dog Rab2A, up or down. GTP binding activity, % at 10 µM. P61105. 190,000 tested, 0.19% active. AID 760. GST-Rab2 wt beads, Bodipy-GTP binding, flow cytometry;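 active = GTP binding activity at least 20 points away from 100%, either lowered or raised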;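 also: 0% = beads with excess unlabeled GTP and 100% = no-compound control corrected for plate trend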
Pf gamet viab: P. falciparum stage V gametocyte viability inhibition | P. falciparum stage V gametocytes, ATP luminescence, 24 h | inhibition, % at 10.9 µM | 150,000 tested, 0.065% active | AID 743093;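 active = inhibition above the mean plus 3 SD of compounds within the control limits, set per campaign, cut at about 38% in these data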;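 also: 0% = DMSO wells and 100% = medium only without gametocytes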
RGS8-Gao reg: modulates binding of RGS8 to human Galphao; P09471; 220,000 tested, 0.34% active; multiplexed bead flow cytometry; actives lie on both sides; response (percent of control binding), % at 10 µM; in the data active = response below about 60% or above about 140%; inactive = in between;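 also: Galphao activated as the GDP aluminium fluoride complex binding bead-coupled RGS8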
Target sequence (P09471 whole entry, looked up): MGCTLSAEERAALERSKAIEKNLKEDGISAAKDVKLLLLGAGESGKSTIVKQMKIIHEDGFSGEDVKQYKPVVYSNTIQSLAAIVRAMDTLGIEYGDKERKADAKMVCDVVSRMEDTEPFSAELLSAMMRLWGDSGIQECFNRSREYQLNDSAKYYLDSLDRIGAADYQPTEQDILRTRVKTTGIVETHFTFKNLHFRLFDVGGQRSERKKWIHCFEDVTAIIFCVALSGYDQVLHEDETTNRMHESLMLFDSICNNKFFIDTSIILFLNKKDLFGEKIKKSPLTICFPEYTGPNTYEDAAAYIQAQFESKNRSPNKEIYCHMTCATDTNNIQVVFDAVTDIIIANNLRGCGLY
HRas wt GTP bind: changes GTP binding to wildtype human HRas | P01112 | GST-Ras wt beads, Bodipy-FL-GTP binding, flow cytometry; actives lie on both sides | GTP binding activity, % at 10 µM | 190,000 tested, 0.14% active;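 active = GTP binding activity at least 20% away from the 100% baseline, either lowered as inhibitor or raised as activator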;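 also: 0% = unlabeled GTP competition control and 100% = no-compound control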
Rac1 mut GTP: modulators of GTP binding to human Rac1 activated mutant; GST-Rac1 activated beads, fluorescent GTP binding, flow cytometry; actives lie on both sides; 100% means binding = to untreated wells; percent activity (GTP binding), % at 10 µM; 190,000 tested, 0.11% active;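 active = GTP binding at least 20 percentage points away from the 100% baseline, in either direction, so actives lie on both sides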
Rac1 wt GTP bind: modulators of human Rac1 wildtype GTP binding. P63000. GST-Rac1 beads, fluorescent GTP binding, flow cytometry; actives lie on both sides; 0 = cold GTP competed, 100 = untreated. GTP binding activity (% of control), % at 10 µM. 190,000 tested, 0.27% active;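 active = GTP binding activity at least 20 points away from the 100% control level, either lower or higher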
Rab7 wt modul: alters GTP binding to wildtype dog Rab7 | GTP binding activity (percent of control), % at 10 µM | AID 758 | 190,000 tested, 0.055% active | GST-Rab7 beads, fluorescent GTP binding, flow cytometry; actives lie on both sides; untreated = 100%, excess cold GTP = 0%;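 active = fluorescent GTP binding to Rab7 beads changed by at least 20 points from the 100% baseline, either direction, mostly lower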;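 also: median green fluorescence of bound Bodipy-FL-GTP per Rab7 bead population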
* hit, by the source's call; nt = not tested or not shown. Not a hit list; any-hit rate near 2.9%.

Below each SMILES – Mcl1 Noxa PPI	Rac1 wt GTP bind	Mcl-1 Bim block	Rab2 wt GTP	Mcl1-Bid inh	Cdc42 wt	HRas wt GTP bind	RGS8-Gao reg	Rac1 mut GTP	Rab7 wt modul	Pf gamet viab
1	Cc1ccc(S(=O)(=O)N(C)C)cc1NC(=O)COC(=O)/C=C/c1ccc2c(c1)OCO2
→ -0.7	100.0	0.0	95.0	2.9	98.0	97.0	97.8	94.0	105.0	-15.8
2	COc1cc(SC)ccc1C(=O)NCc1ccccc1
→ -7.8	100.0	0.0	98.0	-37.2	99.0	99.0	103.2	99.0	94.0	nt
3	COc1ccc(CCn2c(=O)[nH]c3cc(C(=O)NCCc4ccccc4)ccc3c2=O)cc1OC
→ 9.7	98.0	0.0	97.0	-1.7	98.0	97.0	99.6	97.0	98.0	nt
4	CC1(C)NC(=O)N(CC(=O)Nc2cc(S(=O)(=O)N3CCOCC3)ccc2N2CCOCC2)C1=O
→ -4.1	92.0	3.0	91.0	4.3	96.0	93.0	102.5	94.0	92.0	nt
5	CN1/C(=C\C=N\NC(=O)c2cccnc2)C(C)(C)c2ccccc21
→ 1.2	97.0	0.0	97.0	-26.3	95.0	98.0	99.5	97.0	97.0	1.0
6	CN1CCN(C(=O)c2ccc(Oc3ccc([N+](=O)[O-])cc3)cc2)CC1
→ -2.6	95.0	-1.0	96.0	-32.4	95.0	94.0	104.2	95.0	100.0	-4.3
7	Cc1ccc(C)c(S(=O)(=O)NCCCn2ccnc2)c1
→ 5.2	103.0	-3.0	102.0	-14.9	103.0	103.0	96.5	101.0	102.0	-9.7
8	CC(=O)c1cccc(NC(=O)Nc2cnn(Cc3ccc(Cl)cc3Cl)c2)c1
→ 12.1	100.0	0.0	100.0	-37.6	97.0	100.0	98.7	97.0	102.0	0.3
9	CSc1nnc(-c2nnc(SC)n2-c2ccccc2)n1-c1ccccc1
→ -9.5	105.0	-1.0	102.0	-5.6	99.0	100.0	94.3	100.0	102.0	-1.5
10	COc1ccccc1N1CCN(C(=O)c2cc(-c3ccc(C)cc3)on2)CC1
→ -1.2	93.0	-3.0	89.0	-13.1	92.0	94.0	105.0	91.0	96.0	nt

(further entries)
Below each SMILES – Mcl1 Noxa PPI	Rac1 wt GTP bind	Mcl-1 Bim block	Rab2 wt GTP	Mcl1-Bid inh	Cdc42 wt	HRas wt GTP bind	RGS8-Gao reg	Rac1 mut GTP	Rab7 wt modul	Pf gamet viab
11	COc1ccccc1C(=O)Nc1cc2c(ccc3ccccc32)oc1=O
→ 12.9	100.0	nt	99.0	-8.7	99.0	98.0	99.4	99.0	99.0	nt
12	CC(=O)N(C)c1ccc(NC(=S)Nc2ccc(C(C)C)cc2)cc1
→ -2.8	96.0	1.0	93.0	-48.2	97.0	95.0	101.6	96.0	96.0	nt
13	CC(C)CCn1cnc2c1c(=O)n(C)c(=O)n2C
→ -8.2	105.0	-11.0	97.0	-3.4	102.0	101.0	97.0	100.0	99.0	6.1
14	O=C(CCn1cccc1)Nc1ccccc1F
→ 18.5	109.0	0.0	104.0	-32.5	104.0	100.0	98.2	102.0	103.0	nt
15	COC(=O)Nc1sc(C(=O)N(C)C)c(C)c1C(=O)OC
→ 2.6	103.0	0.0	106.0	-14.1	105.0	103.0	103.7	100.0	105.0	nt
16	Cc1cccc(OCCSc2nnc(-c3ccoc3C)n2C)c1
→ 18.4	93.0	0.0	94.0	-3.4	96.0	96.0	99.2	93.0	92.0	-5.9
17	CCOc1cc([C@H]2[C@@H]3CCCC[C@]3(O)CCN2CC(=O)NCc2ccco2)ccc1O
→ 3.2	101.0	1.0	100.0	-27.8	96.0	100.0	100.7	97.0	102.0	-8.7
18	Cc1ccccc1-c1ccc(Nc2ccc(C(=O)N3CCOCC3)cc2)nn1
→ 13.5	109.0	0.0	103.0	-2.2	103.0	101.0	99.5	99.0	99.0	nt
19	Cc1cccc(C)c1NC(=O)CSc1nnc(CCCCCNC(=O)OC(C)(C)C)o1
→ -153.8	108.0	0.0	106.0	27.9	104.0	105.0	99.8	103.0	101.0	-0.8
20	CCOC(=O)Cn1cc(C#N)c2cccc(CC)c21
→ 3.0	95.0	-2.0	94.0	-6.5	98.0	93.0	91.2	94.0	89.0	-4.4

Following part
Below each SMILES – Mcl1 Noxa PPI	Rac1 wt GTP bind	Mcl-1 Bim block	Rab2 wt GTP	Mcl1-Bid inh	Cdc42 wt	HRas wt GTP bind	RGS8-Gao reg	Rac1 mut GTP	Rab7 wt modul	Pf gamet viab
21	CC(O)CN1C(=O)C(CC(=O)Nc2ccc(Cl)cc2)SC1=Nc1ccccc1 (stereo not given)
→ 19.4	99.0	1.0	98.0	5.1	98.0	98.0	97.8	98.0	99.0	nt
22	Cc1ccc(N2C(SCC(=O)O)=NC(=Nc3cccc(C)c3)C23CCCC3)cc1
→ 34.4	98.0	-1.0	99.0	-29.0	97.0	96.0	95.7	94.0	104.0	-1.1
23	COC(=O)c1ccc(C(=O)N2CCCC(CNC(=O)c3ccccc3Cl)C2)cc1 (stereo not given)
→ 7.5	100.0	-2.0	96.0	-12.2	99.0	97.0	102.0	97.0	97.0	11.9
24	CNc1sc(C(=O)c2ccccc2F)c(N)c1-c1nc2ccccc2s1
→ 85.9*	100.0	0.0	98.0	-33.2	100.0	99.0	93.1	99.0	101.0	12.8
25	CC(C)OC(=O)/C(=C/c1cccnc1)NC(=O)c1ccccc1
→ -0.8	107.0	-4.0	101.0	-20.7	100.0	102.0	95.5	102.0	100.0	10.9
26	COc1c(OC)c(O)c2c(=O)cc(-c3c(O)cccc3O)oc2c1OC
→ 2.9	97.0	-3.0	97.0	-20.2	95.0	98.0	99.4	94.0	101.0	nt
27	CC1CCCN(C(=O)Cc2ccc(F)cc2)C1 (stereo not given)
→ 6.6	95.0	7.0	98.0	1.6	94.0	95.0	90.6	95.0	99.0	15.9
28	N#Cc1ccsc1NC(=O)CSc1nnnn1-c1ccc(O)cc1
→ 66.4*	94.0	-1.0	93.0	-17.2	92.0	93.0	98.9	93.0	100.0	18.5
29	CSCCc1nc(SCC(=O)Nc2nnc(C)s2)[nH]c1C
→ -1.2	114.0	-3.0	102.0	-70.7	107.0	103.0	116.4	100.0	105.0	18.4
30	O=C(N1CCOCC1)N1CCN(c2ccccc2F)CC1
→ 25.0	107.0	0.0	99.0	-9.7	98.0	98.0	99.3	98.0	103.0	nt

Next section:
Below each SMILES – Mcl1 Noxa PPI	Rac1 wt GTP bind	Mcl-1 Bim block	Rab2 wt GTP	Mcl1-Bid inh	Cdc42 wt	HRas wt GTP bind	RGS8-Gao reg	Rac1 mut GTP	Rab7 wt modul	Pf gamet viab
31	Cc1ccc(C(=O)/C=C/Nc2ccc(S(=O)(=O)Nc3onc(C)c3C)cc2)cc1
→ 21.9	86.0	2.0	88.0	-29.8	87.0	91.0	101.7	91.0	92.0	-9.7
32	N#CC1=C(N)S[C@H](C(=O)C23CC4CC(CC(C4)C2)C3)[C@H]1c1ccncc1
→ -8.7	103.0	-1.0	98.0	-31.3	96.0	98.0	99.7	97.0	100.0	nt
33	COc1ccc2nc(Cl)c(/C=N/Nc3ccccn3)cc2c1
→ 43.0	92.0	0.0	88.0	27.3	89.0	92.0	97.6	89.0	93.0	1.2
34	CCN1CCN(C(=O)/C=C/c2ccc(C)o2)CC1
→ -0.3	102.0	-8.0	100.0	-19.7	106.0	99.0	102.1	100.0	98.0	1.5
35	CCO[C@@H]1OC(C(=O)N2CCN(Cc3ccccc3)CC2)=C[C@H](C2CC2)[C@H]1CCCO
→ 42.2	98.0	-3.0	98.0	86.7*	93.0	95.0	99.8	97.0	103.0	8.3
36	CCn1c(SCC(N)=O)nnc1-c1ccc2c(c1)OCO2
→ 15.5	99.0	0.0	98.0	-28.0	96.0	97.0	100.5	97.0	97.0	13.0
37	COc1ccc2nc(NC(=O)C3CCN(S(=O)(=O)c4cccc5nsnc45)CC3)sc2c1
→ 8.1	99.0	-2.0	98.0	-3.2	104.0	99.0	101.8	99.0	98.0	nt
38	Cc1cc(C)c2cc(CN(CCO)C(c3nnnn3Cc3ccc(F)cc3)C(C)C)c(=O)[nH]c2c1 (stereo not given)
→ 6.1	102.0	0.0	102.0	-16.4	102.0	102.0	101.5	99.0	101.0	-39.5
39	Cc1onc(-c2ccccc2)c1C(=O)NNC(=S)NC(=O)/C=C/c1ccccc1
→ -71.6	97.0	-17.0	95.0	-195.7	99.0	96.0	98.4	97.0	96.0	4.5
40	O=C(c1ccco1)N1CCN(C(=O)c2cc3sccc3n2Cc2ccccc2)CC1
→ 12.2	106.0	-2.0	98.0	-24.7	102.0	101.0	95.5	99.0	104.0	7.6

New compounds follow.
Below each SMILES – Mcl1 Noxa PPI	Rac1 wt GTP bind	Mcl-1 Bim block	Rab2 wt GTP	Mcl1-Bid inh	Cdc42 wt	HRas wt GTP bind	RGS8-Gao reg	Rac1 mut GTP	Rab7 wt modul	Pf gamet viab
41	NC(=O)C1CCN(CCC(=O)Nc2cccc(Cl)c2)CC1
→ -21.6	108.0	0.0	101.0	-9.6	102.0	102.0	100.0	100.0	98.0	nt
42	Cc1ccc(-n2c(-c3ccco3)nc3c(cnn3-c3ccc(C)cc3)c2=O)cc1
→ -7.8	97.0	-6.0	99.0	3.4	96.0	97.0	94.2	99.0	99.0	nt
43	CCCCC(=O)Nc1ccc2c3c(cccc13)C(=O)N2CC
→ -0.7	96.0	-1.0	94.0	-11.7	93.0	93.0	99.2	98.0	92.0	-5.2
44	CCn1c(CNC(=O)c2cccc(C)c2)nnc1SCC(=O)Nc1cccc(OC)c1
→ nt	90.0	-6.0	93.0	4.8	95.0	94.0	99.6	90.0	92.0	nt
45	COc1ccc2c(c1OC)C(=O)N1N=C(c3ccc(Cl)cc3)CC21 (stereo not given)
→ 18.5	102.0	-24.0	100.0	-4.4	100.0	98.0	100.7	98.0	97.0	15.9
46	O=C(COc1ccc(C(=O)NCCc2ccccc2)cc1)Nc1ccccc1
→ 16.8	102.0	-3.0	97.0	-16.6	99.0	100.0	100.7	99.0	98.0	14.1
47	COc1ccc(NC(=O)/C=C/c2ccccc2)c([N+](=O)[O-])c1
→ 9.4	103.0	-5.0	98.0	-29.6	99.0	101.0	93.2	100.0	102.0	18.8
48	CC(C)N(Cc1ccccc1)C(=O)CSc1nccn1C
→ 6.7	97.0	-1.0	97.0	-19.0	97.0	98.0	104.2	97.0	98.0	nt
